STAT1 blocker – inhibitors of IFN-gamma induced STAT1 signaling | NIH 3T3 STAT1-luciferase reporter, luminescence | inhibition, % at 5.5 µM | 200,000 tested, 0.35% active;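 active = inhibition above a set limit, the mean inhibition across all tested compounds plus 3 SD, cut at about 34% in these data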;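 also: 0% = IFN-gamma with DMSO and 100% = IFN-gamma with 300 µM nifuroxazide; values of inactives mirror those of a sister screen read the other way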
APP 5UTR inh – APP translation inhibition | AID 1285 | SH-SY5Y APP 5'UTR-luciferase reporter, luminescence | 190,000 tested, 0.82% active | inhibition, % at 2 µM;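 active = inhibition above a set limit, derived from the sample mean plus 3 SD, cut at about 45% in these data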; also: values of inactives mirror those of a sister screen read the other way
G6PDH counter – L. mesenteroides G6PDH inhibition counter-screen; inhibition, % at 5 µM; Purified L. mesenteroides G6PDH, diaphorase/resazurin coupled fluorescence, 45 min; 200,000 tested, 0.12% active; in the data active = inhibition above about 50%
Diaph inh CS – diaphorase inhibition or chemical oxidation counter-screen. diaphorase resazurin-to-resorufin fluorescence, NADH, 16 min; bacterial (C. kluyveri) enzyme, not human. inhibition, % at 20 µM. 190,000 tested, 0.69% active. AID 1217;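 active = primary screen inhibition at 20 µM above a set limit, cut at about 50% in these data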;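 also: plate controls were DMSO with full reaction for no effect and wells lacking NADH for full effect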
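Detection: fluorescence of resorufin formed from resazurin, Ex 544/Em 590 nm; test system: Clostridium kluyveri diaphorase enzyme; amount: 0.14 U/mL diaphorase, enzyme working solution; times: 16-min room-temperature incubation before reading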
STAT3 inh – reduces IL-6 driven STAT3 reporter signal; U3A cells, IL-6 STAT3-luciferase reporter, luminescence; host cell line lacks STAT1; inhibition, % at 5.5 µM; 190,000 tested, 0.89% active;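 active = inhibition above the mean inhibition across all screened compounds plus 3 SD, cut at about 44% in these data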;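 also: 0% = DMSO only wells and 100% = 100 µM nifuroxazide control wells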
STAT1 activator – STAT1 signaling activation; NIH 3T3 STAT1-luciferase reporter, IFN-gamma, luminescence; 100% = IFN-gamma alone, no compound; activation (% of control), % at 5.5 µM; 200,000 tested, 2.6% active; AID 932;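 active = activation above the screen-wide mean activation plus 3 SD, cut at about 130% in these data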;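 also: raw ratio to IFN-gamma control signal so 100% means no change and 0% no light; values of inactives mirror those of a sister screen read the other way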
STAT3 act – activators of IL-6 induced STAT3 signaling; U3A cells, IL-6 STAT3-luciferase reporter, luminescence; 100% = signal with IL-6 EC80 alone; activation (% of control), % at 5.6 µM; 190,000 tested, 0.91% active;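 active = activation above the screen-wide mean of compound activation plus 3 SD, cut at about 130% in these data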;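 also: 0% = background luminescence of wells with medium and substrate only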
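Test system: Human STAT1-deficient U3A cells with stable STAT3-luciferase reporter | Also added: Interleukin-6, 33 ng/mL | Timing: Compound pre-incubation 1 h before IL-6, then 6 h stimulation at 37 °C | Technique: Luciferase reporter luminescence | Read-out: Percent of IL-6-only median luminescence | Benchmarks: IL-6-only wells as 100% reference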
Diaphorase act – diaphorase activation or chemical reduction counter-screen; Diaphorase/resazurin coupled assay, resorufin fluorescence, 16 min; stronger effect = higher value; 1 = vehicle wells, 0 = NADH-free wells; activation factor at 20 µM; 190,000 tested, 0.005% active;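 active = diaphorase activity raised at least twofold by the compound at 20 µM; inactive = activation factor below 2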
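System – purified diaphorase enzyme from Clostridium kluyveri · Input – enzyme 0.07 U/mL final · Also added – final NADH 0.114 mM, resazurin 0.1 mM · Measured by – fluorescence of resorufin, 544 nm excitation, 590 nm emission · Timing – 16 min enzyme reaction, ambient temperature · Measure – resorufin increase flagging diaphorase activators or reducers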
TLR4-MyD88 BLA – blocks binding of human TLR4 to MyD88; O00206+Q99836; HeLa CL3-4 TLR4/MyD88 BLA complementation, FRET ratio; AID 861; 200,000 tested, 0.18% active; inhibition, % at 8.4 µM; in the data active = inhibition above about 25%;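 also: 0% = vehicle and 100% = reference inhibitor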
Target sequence (O00206 whole entry, looked up): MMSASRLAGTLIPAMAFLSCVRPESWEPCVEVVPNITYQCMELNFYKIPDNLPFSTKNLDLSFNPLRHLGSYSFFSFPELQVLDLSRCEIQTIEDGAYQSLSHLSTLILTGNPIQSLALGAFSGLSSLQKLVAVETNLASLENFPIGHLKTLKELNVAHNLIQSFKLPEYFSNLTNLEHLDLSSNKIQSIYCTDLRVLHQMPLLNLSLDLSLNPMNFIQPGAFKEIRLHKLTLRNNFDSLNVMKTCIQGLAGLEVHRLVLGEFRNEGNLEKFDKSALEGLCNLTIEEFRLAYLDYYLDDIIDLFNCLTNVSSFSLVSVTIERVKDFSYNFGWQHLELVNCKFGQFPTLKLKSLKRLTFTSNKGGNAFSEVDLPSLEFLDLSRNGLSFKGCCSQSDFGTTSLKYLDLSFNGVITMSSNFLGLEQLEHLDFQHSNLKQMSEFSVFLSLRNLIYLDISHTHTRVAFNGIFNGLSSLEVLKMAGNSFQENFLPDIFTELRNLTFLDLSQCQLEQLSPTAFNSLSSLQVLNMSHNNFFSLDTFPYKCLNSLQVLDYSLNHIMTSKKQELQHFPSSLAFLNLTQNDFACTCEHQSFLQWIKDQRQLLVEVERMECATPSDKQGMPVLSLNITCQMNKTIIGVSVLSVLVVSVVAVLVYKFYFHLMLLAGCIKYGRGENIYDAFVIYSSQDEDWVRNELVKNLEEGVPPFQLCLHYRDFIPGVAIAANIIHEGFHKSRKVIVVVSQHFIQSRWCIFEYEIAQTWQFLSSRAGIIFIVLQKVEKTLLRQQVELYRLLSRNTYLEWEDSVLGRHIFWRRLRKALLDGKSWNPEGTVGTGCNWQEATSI
Target sequence (Q99836 whole entry, looked up): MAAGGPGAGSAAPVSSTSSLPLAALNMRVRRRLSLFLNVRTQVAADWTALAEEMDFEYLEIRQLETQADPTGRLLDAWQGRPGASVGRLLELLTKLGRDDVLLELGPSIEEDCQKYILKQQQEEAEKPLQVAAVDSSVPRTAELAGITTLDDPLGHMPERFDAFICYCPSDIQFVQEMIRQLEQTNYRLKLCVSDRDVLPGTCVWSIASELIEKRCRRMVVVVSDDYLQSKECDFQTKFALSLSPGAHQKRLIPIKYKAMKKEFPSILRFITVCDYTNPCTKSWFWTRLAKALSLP
Hsp70 act – transcriptional activators of Hsp70. activation, % at 10 µM. AID 1203. 200,000 tested, 0.04% active. HeLa Hsp70 promoter luciferase reporter, luminescence; scaled: vehicle 0, proteasome-inhibitor control 100%;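 active = activation above the mean across all tested compounds plus 3 SD, cutoff set per campaign, cut at about 5.5% in these data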;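 also: 100% = MG132 at 30 µM as the positive control and 0% = DMSO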
The depositor's hits bear a star; / = no result given.

SMILES | STAT1 blocker | APP 5UTR inh | G6PDH counter | Diaph inh CS | STAT3 inh | STAT1 activator | STAT3 act | Diaphorase act | TLR4-MyD88 BLA | Hsp70 act
O=C(Cn1cnc2ccccc21)N/N=C/c1ccc([N+](=O)[O-])cc1 | 5 | 11 | 8 | 31 | -12 | 96 | 112 | 0.7 | -4 | -0.1
Cc1cc2nnc(SCCCCN3C(=O)c4ccccc4C3=O)n2c2ccccc12 | 3 | 2 | 3 | 37 | 15 | 97 | 96 | 0.6 | 2 | 0.3
COc1ccc(C(=O)Nc2ccc(C3=NNC(=O)CC3C)cc2NC(=O)c2ccc(OC)cc2)cc1 (configuration not stated) | 5 | -3 | 2 | 22 | 12 | 94 | 93 | 0.8 | 10 | -0.2
COc1ccc(N2CCN(CC(O)c3c[nH]c4ccc(OC)cc34)CC2C)cc1 (configuration not stated) | 5 | -14 | 6 | -4 | 8 | 95 | 96 | 1 | -5 | -0.4
CC(CN1CCCCC1)C(=O)NN (configuration not stated) | -2 | -19 | 4 | 13 | 0 | 100 | 101 | 0.9 | 4 | -0.2
COC(=O)CSc1nc(SCc2ccccc2Cl)nc2c1CCCC2 | -3 | 9 | -18 | 13 | 19 | 103 | 89 | 0.9 | 11 | -0.4
Cc1cc(C)cc(OCC(=O)Nc2nonc2NC(=O)COc2cc(C)cc(C)c2)c1 | 0 | -1 | -4 | 10 | 2 | 100 | 102 | 0.9 | 7 | -0.5
CC1CCCN(S(=O)(=O)c2cc(Cl)ccc2Cl)C1 (configuration not stated) | 7 | 10 | 0 | -10 | 11 | 94 | 95 | 1.1 | -7 | 0.3
CC(=O)c1cccc(NC(=O)Nc2c(C)nn(C)c2C)c1 | 6 | -6 | 12 | 10 | 15 | 94 | 91 | 0.9 | -9 | -0.2
CCOC(=O)c1cnc2c(cnn2C)c1Oc1ccc(OC)cc1 | 2 | -10 | 5 | 3 | -5 | 97 | 106 | 1 | -14 | -0.3
CC1CCN(C(=S)c2ccc(N(C)C)cc2)CC1 | -16 | -7 | 1 | 18 | -4 | 112 | 109 | 0.8 | -1 | 0.2
CSc1ccc(/C=N/NC(=O)CN2CCN(Cc3ccc(C)cc3)CC2)cc1 | 2 | -6 | -31 | 4 | 0 | 98 | 97 | 1 | -2 | -0.4
CC(C)(C)c1ccc(C(=O)N/C(N)=N/c2nc3ccccc3o2)cc1 | -4 | 6 | -6 | 13 | 9 | 103 | 98 | 0.9 | -2 | -0.3
N#Cc1nc(Cc2ccccc2)oc1N1CCC(C(N)=O)CC1 | 4 | -12 | -2 | 5 | 0 | 96 | 103 | 0.9 | -11 | 4.3
CC1CN(C(c2ccco2)c2sc3ncnn3c2O)CC(C)O1 (configuration not stated) | -17 | 20 | 20 | 1 | 5 | 115 | 103 | 1 | -6 | -0.1
COC(=O)COc1ccc(S(=O)(=O)N2CCN(c3ccccc3F)CC2)cc1 | -6 | -12 | 14 | 16 | -4 | 106 | 107 | 0.8 | 13 | -0.1
COC(=O)CCC(=O)NC(=S)Nc1c(C)cccc1C | 2 | -24 | -9 | 9 | 6 | 98 | 99 | 0.9 | -5 | -0.4
CC(C)c1ccc(OCc2cccc(C(=O)N/N=C/c3cccnc3)c2)cc1 | 36* | -103 | 2 | 17 | 57* | 66 | 53 | 0.8 | -10 | -0.3
COCCNC(=O)c1onc(CSc2ccc(C(C)C)cc2)c1C(=O)O | 7 | -7 | 5 | 13 | 2 | 93 | 100 | 0.9 | 4 | 0.0
O=C(Nc1ccccc1NC(=O)c1c(F)c(F)c(F)c(F)c1F)c1c(F)c(F)c(F)c(F)c1F | 6 | 3 | 6 | 6 | 6 | 94 | 99 | 0.9 | 11 | -0.3
Cc1coc(NC(=O)CSc2nc(-c3ccncc3)cc(C(F)(F)F)c2C#N)n1 | 8 | -6 | -17 | 10 | 6 | 93 | 98 | 0.9 | 11 | 0.2
FC(F)(F)c1nnc2ccc(Sc3ccccn3)nn12 | -7 | 20 | 11 | 2 | -4 | 105 | 107 | 1 | 0 | -0.3
O=C(OCC(O)C(O)COC(=O)c1ccccc1)c1ccccc1 (configuration not stated) | 6 | 5 | 14 | 16 | 3 | 95 | 102 | 0.8 | -12 | 0.0
CC(c1ccc(C(C)(C)C)cc1)S(=O)CC(O)CO (configuration not stated) | -4 | 3 | 2 | 12 | -6 | 104 | 110 | 0.9 | -9 | -0.2
COc1ccc(C2=NN(c3ccccc3)C(=O)/C2=C\c2ccc(O)c(OC)c2)cc1 | -4 | 5 | 13 | 24 | -2 | 104 | 110 | 0.8 | -6 | -0.1
O=C(Nc1ccc([N+](=O)[O-])cn1)c1ccc2c(c1)OCO2 | -41 | -74 | 4 | 3 | 10 | 135* | 97 | 1 | -2 | -0.2
CC(=O)Nc1ccc(NS(=O)(=O)c2cccc3ccccc23)cc1 | -1 | 17 | 13 | 5 | -10 | 106 | 108 | 1 | 4 | 0.1
CNC(=O)COC(=O)c1[nH]c(C)c(C(C)=O)c1C | -7 | 10 | -13 | 13 | 12 | 107 | 92 | 0.9 | -14 | -0.1
COc1ccc(C(NC(C)=O)c2c(O)ccc3ccccc23)cc1OC (configuration not stated) | 2 | -15 | -1 | -2 | -7 | 98 | 109 | 1 | 1 | -0.4
O=C(NCCNC(=O)c1ccc([N+](=O)[O-])cc1)c1ccncc1 | -5 | 0 | -8 | 11 | 2 | 103 | 100 | 0.9 | 3 | -0.2
Cc1cc(C)c(NC(=O)Cn2cnc3c(oc4ccccc43)c2=O)c(C)c1 | -9 | -25 | 10 | -9 | -17 | 107 | 115 | 1.1 | 4 | 0.0
COc1ccc(-c2csc(NC(=O)c3ccccc3NS(=O)(=O)c3ccc(F)c(F)c3)n2)cc1 | 63* | -6 | 3 | 53* | 79* | 40 | 37 | 0.5 | 3 | -0.2
OCCN1CCN(CC#CCn2c3ccccc3c3ccccc32)CC1 | 3 | -21 | 5 | 20 | -2 | 97 | 108 | 0.8 | 14 | -0.4
O=C1NC(=O)c2cc(NC(=O)C3CCCO3)ccc21 (configuration not stated) | 6 | 1 | -2 | 13 | 8 | 94 | 96 | 0.9 | 14 | 0.2
COc1ccnc(Oc2ccc3ccccc3c2)c1C#N | -21 | -12 | 2 | -7 | 2 | 119 | 99 | 1.1 | 5 | 0.1
Cc1ccc(NC(=O)NC2CCCCC2)c(C)c1 | 6 | -9 | 13 | 12 | 4 | 95 | 95 | 0.9 | -7 | -0.3
CCOc1ccc(CCNC(=O)C(CCC(N)=O)NC(=O)OCc2ccccc2)cc1OCC (configuration not stated) | 0 | -10 | 10 | -15 | 26 | 100 | 84 | 1.1 | -16 | -0.2
CCN(CC)C(=O)C1CCCN(c2ccc([N+](=O)[O-])cc2/C=N/NC(=O)c2ccc([N+](=O)[O-])cc2)C1 (configuration not stated) | 0 | -6 | 1 | -2 | 1 | 100 | 100 | 1 | -6 | -0.1
CC(Nc1ccccc1CO)C(=O)Nc1cccc(Cl)c1Cl (configuration not stated) | -3 | -1 | 8 | 17 | -2 | 102 | 105 | 0.8 | 9 | -0.3
O=S(=O)(c1ccc(Oc2ccc(Br)cc2F)nc1)N1CCCCC1 | 3 | 3 | / | / | 0 | 97 | 104 | / | -33 | -0.3

In the list so far, these contain a furan ring, fused or not:
SMILES | STAT1 blocker | APP 5UTR inh | G6PDH counter | Diaph inh CS | STAT3 inh | STAT1 activator | STAT3 act | Diaphorase act | TLR4-MyD88 BLA | Hsp70 act
CC1CN(C(c2ccco2)c2sc3ncnn3c2O)CC(C)O1 (configuration not stated) | -17 | 20 | 20 | 1 | 5 | 115 | 103 | 1 | -6 | -0.1
Cc1cc(C)c(NC(=O)Cn2cnc3c(oc4ccccc43)c2=O)c(C)c1 | -9 | -25 | 10 | -9 | -17 | 107 | 115 | 1.1 | 4 | 0.0

Molecules listed so far that have an NH in an aromatic ring (2):
SMILES | STAT1 blocker | APP 5UTR inh | G6PDH counter | Diaph inh CS | STAT3 inh | STAT1 activator | STAT3 act | Diaphorase act | TLR4-MyD88 BLA | Hsp70 act
COc1ccc(N2CCN(CC(O)c3c[nH]c4ccc(OC)cc34)CC2C)cc1 (configuration not stated) | 5 | -14 | 6 | -4 | 8 | 95 | 96 | 1 | -5 | -0.4
CNC(=O)COC(=O)c1[nH]c(C)c(C(C)=O)c1C | -7 | 10 | -13 | 13 | 12 | 107 | 92 | 0.9 | -14 | -0.1

The listing continues:
SMILES | STAT1 blocker | APP 5UTR inh | G6PDH counter | Diaph inh CS | STAT3 inh | STAT1 activator | STAT3 act | Diaphorase act | TLR4-MyD88 BLA | Hsp70 act
Cc1ccc(C(=O)O/N=C/c2c(N3CCOCC3)n(C)c3ccccc23)cc1 | -4 | 70* | 11 | 5 | 3 | 104 | 102 | 1 | -1 | 0.1
Cc1ccc(-c2nnc(SCC(N)=O)n2C)cc1 | -8 | 2 | 5 | -13 | 6 | 107 | 100 | 1.1 | 6 | -0.2
c1coc(CN2CCN(C(c3cccs3)c3nnnn3C3CCCC3)CC2)c1 (configuration not stated) | 2 | 9 | 8 | 13 | 5 | 98 | 99 | 0.9 | -13 | -0.3
Cc1ccc(-c2nc3cc(N)ccc3o2)cc1 | -27 | -45 | -26 | 17 | 59* | 125 | 51 | 0.8 | -2 | -0.3
COc1ccc(OC)c(C(C)NC(=O)Nc2ccccc2)c1 (configuration not stated) | 1 | -16 | 2 | 7 | 10 | 98 | 102 | 0.9 | 4 | 0.0
Cc1ccc(-c2nn3c(=O)c(C)nnc3s2)cc1 | -13 | 9 | -27 | 8 | 12 | 112 | 94 | 0.9 | -7 | -0.2
CCCC(=O)Nc1ccc(-c2nc3cc(C)ccc3o2)cc1 | -39 | -190 | -3 | 5 | 4 | 136* | 99 | 1 | -9 | -0.1
COc1ccccc1-c1nnc(NC(=O)C2=COCCO2)o1 | 3 | 2 | 25 | 14 | -1 | 97 | 99 | 0.9 | -16 | 0.0
Cc1ccccc1C(=O)NCC(=O)O | -7 | 2 | 2 | 1 | -4 | 106 | 104 | 1 | -1 | -0.1
CC(=O)Nc1cccc(NC(=O)c2sc3ncn(CC(=O)N4CCCCC4)c(=O)c3c2C)c1 | -4 | -2 | -8 | 12 | 2 | 103 | 104 | 0.9 | -1 | -0.1
CN(C)Cc1ccccc1Cc1ccccc1 | -10 | 5 | 6 | 12 | 1 | 109 | 102 | 0.9 | -1 | -0.2
O=C(O)c1cccc2c1C(=O)N(CC1CCCO1)C2 (configuration not stated) | 1 | -25 | 4 | -7 | 14 | 97 | 91 | 1.1 | 9 | -0.4
COc1cc(C2C(C#N)=C(N)N(Nc3ccccc3)C3=C2C(=O)CC(C)(C)C3)ccc1OCc1cccc(F)c1 (configuration not stated) | -4 | -5 | 2 | 18 | 11 | 104 | 99 | 0.8 | -4 | -0.4
COc1ccccc1CNC(=O)COC(=O)Cc1cccs1 | -6 | 9 | -2 | 7 | 4 | 106 | 96 | 0.9 | -4 | 0.1
